PTHR1 ag: qHTS for PTHR1 Agonists: Primary Screen; Parathyroid hormone/parathyroid hormone-related peptide receptor (Homo sapiens), Q03431; HEK293 GP2 PTHR1 cells, GloSensor cAMP luminescence, 1 h; Potency, µM (doses to about 115 µM), inactives show top-dose activation, most hits filed as activators; hit rate 0.075% among 410,000; also: potency is read from the fitted curve at half-maximal effect; nearly all actives have a fitted effect of over 55% in size; some results filed as inactive show a strong effect at the top dose; inactives centre near -15; many of its hits are not listed in these tables
Target sequence (Q03431 whole entry, looked up): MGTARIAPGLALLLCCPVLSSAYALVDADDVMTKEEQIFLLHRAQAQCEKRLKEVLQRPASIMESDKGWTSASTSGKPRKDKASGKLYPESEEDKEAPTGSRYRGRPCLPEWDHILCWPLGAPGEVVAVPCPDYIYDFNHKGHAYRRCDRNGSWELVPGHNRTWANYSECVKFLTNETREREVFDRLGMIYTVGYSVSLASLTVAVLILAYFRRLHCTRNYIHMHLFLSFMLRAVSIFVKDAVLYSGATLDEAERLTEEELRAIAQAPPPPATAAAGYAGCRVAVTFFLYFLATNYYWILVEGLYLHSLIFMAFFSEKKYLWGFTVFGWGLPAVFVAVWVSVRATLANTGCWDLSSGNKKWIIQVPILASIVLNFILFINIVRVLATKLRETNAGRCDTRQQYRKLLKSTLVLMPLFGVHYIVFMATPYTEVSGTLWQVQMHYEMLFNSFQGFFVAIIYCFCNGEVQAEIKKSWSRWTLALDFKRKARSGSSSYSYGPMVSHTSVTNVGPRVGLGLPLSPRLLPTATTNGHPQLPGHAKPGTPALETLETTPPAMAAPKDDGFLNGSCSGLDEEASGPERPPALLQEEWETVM
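HEK-293-derived GP2 cells expressing PTHR1 and a GloSensor cAMP reporter, 3,000/well, plated overnight, given luciferin plus IBMX (each 0.5 mM as added) for 1 h at 37 °C, then compound for 1 h at 37 °C. Luminescence was read after 15 min at room temperature.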
KB-V1 MDR tox: qHTS assay for MDR1-selective chemotherapeutics: Primary screen using the drug-selected MDR subline cells KB-V1. KB-V1 MDR cells viability, CellTiter-Glo, 72 h. hit rate 3.4% among 400,000. AID 1347076, 2019. Potency, µM (doses to about 46.1 µM), without a hit: at the highest dose activity change, negative = cytotoxicity, most hits filed as cytotoxic; also: potency is read from the fitted curve at half-maximal effect; % is scaled to controls: 0 for no effect and ±100 for the full control effect; nearly all actives have a fitted effect of over 60% in size
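Cells of the MDR subline KB-V1 are plated, dosed with compound at multiple concentrations, and incubated 72 h at 37 degrees C; CellTiter-Glo is then added and luminescence read after 10 min.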
GLP1R cytotox: qHTS of GLP-1 Receptor Inverse Agonists: Cytotox Screen; HEK293 cAMP-luciferase reporter cells, luminescence, 24 h; Potency, µM (titrated, usually from 38.3 µM), for the others: top-dose activity change, negative = inhibition, most hits filed as inhibitors; hit rate 0.13% among 410,000; AID 624418, 2012;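 also: loss of luciferase light is scored as toxicity; potency is read from the fitted curve at half-maximal effect; % is scaled to controls: 0 for no effect and ±100 for the full control effect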
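MLSMR compounds, 24 hr on cells at 37 deg C/5% CO2; luminescence after luciferase reagent (12 min RT). Inhibition counted as the undesired cytotoxic outcome.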
aSyn yeast inh: qHTS of alpha-syn Inhibitors; hit rate 0.14% among 370,000; Yeast expressing alpha-synuclein, growth rescue, BacTiter-Glo, 24 h; AID 652106, 2013; Potency, µM (doses to about 46.1 µM), for the others: at the top dose growth rescue (activation), most hits filed as activators; also: potency is read from the fitted curve at half-maximal effect; % of control where 0% means no effect; nearly all actives have a fitted effect of over 65% in size
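Rescue of yeast growth: cells expressing toxic alpha-synuclein, induced in galactose at OD600 0.02, incubated with compound 24 h at 30 C. ATP luminescence quantified growth; inhibitors of toxicity appear as activators.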
GLP1R ag: qHTS of GLP-1 Receptor Agonists | Potency, µM (top dose mostly 45.6 µM), for inactives: at the top dose activation, hits mostly activators | HEK293 GLP-1R CRE-luciferase, luminescence, 4-6 h; cells express a hypersensitive GLP-1R form | Glucagon-like peptide 1 receptor (Homo sapiens), P43220 | AID 624172, 2012 | hit rate 0.007% among 380,000; also: potency is read from the fitted curve at half-maximal effect; % of control where 0% means no effect
TDP43 rescue: qHTS of TDP-43 Inhibitors. AID 652104, 2013. TDP-43 expressing yeast growth rescue, BacTiter-Glo, 24 h. Potency, µM (titrated, usually from 46.1 µM), inactives show at the top dose growth rescue (activation), usual class: activators. hit rate 1.8% among 410,000; also: potency is read from the fitted curve at half-maximal effect; % of control where 0% means no effect; nearly all actives have a fitted effect of over 50% in size
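Yeast cells expressing TDP-43 under galactose induction are exposed to compounds for 24 hr at 30 deg C. BacTiter-Glo luminescence measures growth, so protective compounds score as activators.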
DRD3 agonist: qHTS of D3 Dopamine Receptor Agonist: qHTS. D(3) dopamine receptor (Homo sapiens), P35462. D3R DiscoveRx beta-arrestin cells, luminescence, 90 min. max activation, %. hit rate 0.58% among 410,000; in the data active = max activation above about 30%; also: 0% is about no effect; mostly tested at two doses, the higher about 12 µM
Target sequence (P35462 whole entry, looked up): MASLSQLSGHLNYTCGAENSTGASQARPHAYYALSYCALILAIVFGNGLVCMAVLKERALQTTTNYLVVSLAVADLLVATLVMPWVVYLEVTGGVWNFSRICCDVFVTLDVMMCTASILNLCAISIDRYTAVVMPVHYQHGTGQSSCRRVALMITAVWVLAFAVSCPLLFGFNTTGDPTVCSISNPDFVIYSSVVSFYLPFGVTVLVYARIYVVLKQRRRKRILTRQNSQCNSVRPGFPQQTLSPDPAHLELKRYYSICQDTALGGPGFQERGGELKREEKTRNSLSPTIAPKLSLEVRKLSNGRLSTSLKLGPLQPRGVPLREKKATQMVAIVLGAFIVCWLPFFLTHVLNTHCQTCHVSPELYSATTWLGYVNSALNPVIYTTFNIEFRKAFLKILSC
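Agonist-mode cell screen: cells plated at 1500/well and incubated overnight at 37 °C, then exposed to library compounds for 90 min at 37 °C. Detection reagent was added for 30–60 min at room temperature, and luminescence was read.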
GLP-1R inv ag: qHTS of GLP-1 Receptor Inverse Agonists (Inhibition Mode); HEK293 GLP-1R CRE-luciferase, luminescence, 24 h; GLP-1R form is constitutively active; hit rate 1.6% among 410,000; Potency, µM (titrated, usually from 38.3 µM), inactives show at the top dose activity change, negative = inhibition, most hits filed as inhibitors; Glucagon-like peptide 1 receptor (Homo sapiens), P43220; also: potency is read from the fitted curve at half-maximal effect; % is scaled to controls: 0 for no effect and ±100 for the full control effect; nearly all actives have a fitted effect of over 55% in size
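Stable HEK293 clone (constitutively active GLP-1R + cAMP-response luciferase); 200 cells/uL plated, 12 h pre-culture, compound 24 hr, 37 deg C/5% CO2; detection reagent 12 min RT; luminescence.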
D3 antag: qHTS of D3 Dopamine Receptor Antagonist: qHTS | D(3) dopamine receptor (Homo sapiens), P35462 | D3R cells, DiscoveRx beta-arrestin luminescence, antagonist mode; hits give low values | max response, negative = inhibition, % | hit rate 2.5% among 360,000; in the data active = max response below about -50%; inconclusive = no clear call, values can overlap the other calls; also: % is scaled to controls: 0 for no effect and ±100 for the full control effect; mostly tested at two doses, the higher about 12 µM
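Cells plated overnight at 1500 cells/well, then exposed to library compounds with dopamine controls for 90 minutes at 37 degrees C. DiscoveRx reagent added for 30–60 minutes at room temperature; luminescence read, quantitative HTS format.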
Starred values were filed as active, the others as inactive; i = inactive; ? = inconclusive; nt = no result given; [ ] = another dose, or the depositor's remark. Unless noted, calls follow the shape of the dose curve; as a rule, active = well fitted curve in the direction sought with a large enough effect; inconclusive = small, poorly fitted or top-dose-only effect, or another doubt; inactive = no such curve, though single readings can be large; an effect the other way counts as inactive or inconclusive.

#	Structure	PTHR1 ag	KB-V1 MDR tox	GLP1R cytotox	aSyn yeast inh	GLP1R ag
1	COc1ccc(Cc2nnc(NC(=O)C3CC(=O)N(c4ccccc4)C3)s2)cc1OC (stereo not drawn)	-10%	21%	1%	2%	8%
2	N#Cc1ccc(C(=O)OCC(=O)Nc2ccc(S(N)(=O)=O)cc2)cc1	i	4%	6%	-3%	14%
3	COc1ccccc1-c1cccc([C@@H]2C[C@H]3[C@H](CON3C)CN2C(=O)CCc2ccccc2)c1	-14%	0%	0%	15%	10%
4	O=C(CN1C(=O)c2ccccc2S1(=O)=O)N1CCN(c2cccc(Cl)c2)CC1	i	0%	-14%	-13%	-1%
5	CC(C)[C@@H](C(=O)NC1CCN(Cc2ccccc2)CC1)N1C(=O)N2CCc3c([nH]c4ccccc34)[C@@]2(C)C1=O	-39%[inhibitor]	?	-20%	2%	-10%
6	O=C(CCCOc1ccccc1)N1CCCCC1	-22%	-22%	-3%	3%	-21%
7	O=C(N/N=C/c1ccc(OCc2ccccc2)cc1)c1cccs1	-6%[57.5 µM]	12%	-4%	0%	-4%
8	CCN(CC)S(=O)(=O)c1ccc(N2C(=O)CC2(/C=C/c2ccccc2)C(=O)NC2CCCC2)cc1 (stereo not drawn)	2%	2.6µM*	-5%	0%	-7%
9	O=C(CCNC(=O)c1ccccc1Cl)NN=Cc1ccccc1[N+](=O)[O-]	-32%[inhibitor]	-7%	-9%	-13%	-2%
10	CCOC(=O)C1=CCC(c2ccc(C)cc2)N(S(=O)(=O)c2ccc(C)cc2)C1 (stereo not drawn)	i	0%	10%	14%	11%
11	COc1ccc(C)cc1S(=O)(=O)NCCC1=CCCCC1	-4%[57.5 µM]	-14%	-4%	4%	5%
12	Cc1ccc(C(=O)N2C3C=CC(C3)C2(C(F)(F)F)C(F)(F)F)cc1 (stereo not drawn)	-4%[57.5 µM]	16%	10%	0%	0%

#	TDP43 rescue	DRD3 agonist	GLP-1R inv ag	D3 antag
1	0%	8	10%	9
2	-11%	3	13%	-3
3	28µM*	7	-10%	2
4	-13%	-8	1%	23
5	2%	-56	?	?
6	4%	3	?	-5
7	20%	-3	5%	8
8	25%	2	7%	0
9	7%	-11	3%	-5
10	-12%	-7	?	-24
11	-4%	2	-1%	10
12	-21%	-9	-24%	9

(more compounds)
#	Structure	PTHR1 ag	KB-V1 MDR tox	GLP1R cytotox	aSyn yeast inh	GLP1R ag
13	Cc1ccc(C2Nc3ccc4ccccc4c3C3=C2C(=O)CC(C)(C)C3)o1 (stereo not drawn)	i	10µM*	3%	-5%	7%
14	Cc1cc(C)c2c(c1)/C(=N/NC(=O)c1ccc(O)cc1)CCC2	0%	-10%	9%	-1%	9%
15	Cc1ccc(S(=O)(=O)NC2CC2)cc1[N+](=O)[O-]	i	-3%	-6%	0%	13%
16	Cc1cccc(C)c1NC(=O)NCCSc1snnc1C	i	23%	-4%	3%	8%
17	O=C(CSc1ccc(Cl)cc1)Nc1ccccc1Oc1ccccc1	-25%	-5%	23%	-2%	-6%
18	CCN(CC)S(=O)(=O)c1ccc(N/N=C(\C)c2cccnc2)nc1	i	-14%	15%	-2%	2%
19	Cc1cccc(CCNC(=O)C2CCCN(S(=O)(=O)c3ccc4c(c3)oc(=O)n4C)C2)c1 (stereo not drawn)	-1%	-2%	-6%	nt	-1%
20	Cc1ccc(NC(=O)C2COc3ccccc3O2)cc1S(=O)(=O)N1CCCCC1 (stereo not drawn)	-47%[inhibitor]	-9%	-17%	0%	1%
21	Cc1nnc(NC(=O)c2ccc3ccccc3c2)s1	-22%	11%	-2%	-1%	6%
22	C=CCn1c(SCc2n[nH]c(=S)n2-c2ccccc2)nnc1-c1ccccc1	i	4%	1%	3%	5%
23	Cc1ccc(NC(=S)N(Cc2ccco2)C2CCN(C(C)C)CC2)cc1	-3%	-1%	-20%	-3%	-6%
24	Cc1[nH]c2ccccc2c1CCN(Cc1cccnc1)C(=S)Nc1ccc(F)cc1	-5%	-4%	2%	-3%	1%

#	TDP43 rescue	DRD3 agonist	GLP-1R inv ag	D3 antag
13	-11%	10	-10%	-16
14	14%	3	?	1
15	1%	-1	5%	10
16	-6%[0.397 µM]	8	9%	1
17	-19%	-7	8%	-14
18	14%	-2	14%	9
19	21%	4	4%	nt
20	?	10	?	8
21	9%	-8	18%	-14
22	21%	0	4%	0
23	-4%	-1	-9%	2
24	14%	-5	?	-1

New compounds follow
#	Structure	PTHR1 ag	KB-V1 MDR tox	GLP1R cytotox	aSyn yeast inh	GLP1R ag
25	CCCCN(C)CCNC(=O)c1c[nH]c2ccc(S(=O)(=O)N(CC)CC)cc2c1=O	-16%	0%	-20%	-7%	1%
26	CCC(=O)N1CCc2cc(Br)cc(S(=O)(=O)N3CCC(C(=O)Nc4ccc(OC)cc4)CC3)c21	i	nt	-4%	nt	nt
27	CCOc1ccc(S(=O)(=O)NCc2ccccn2)cc1	-25%[57.5 µM]	-28%	1%	2%	-4%
28	CC1CN(S(=O)(=O)c2cccc(C(=O)N(Cc3nnc(-c4ccccc4Cl)o3)C3CC3)c2)CC(C)O1 (stereo not drawn)	i	-8%	-4%	9%	20%
29	Cc1ccc(N2C(=O)NC3(CCCCC3)C2=O)cc1	i	15%	-11%	-2%	2%
30	COc1cc(C[C@@H]2C(=O)OC[C@H]2Cc2ccc(OC)c(OC)c2)ccc1O	-33%	-20%	-4%	1%	15%
31	O=C(Nc1cccc(Cl)c1Cl)C1CCCO1 (stereo not drawn)	i	18%	0%	-5%	-1%
32	COC(=O)/C=C1/S/C(=N/NC(=O)c2ccc(OC)cc2)NC1=O	-8%	3%	-5%	2%	3%
33	COc1ccc(C(=O)OCC(=O)NC2CCCCCC2)cc1OC	?	15%	10%	-5%	23%
34	Cc1cccc(OCCCCn2c(C3CC(=O)N(c4ccc(C)cc4C)C3)nc3ccccc32)c1 (stereo not drawn)	-30%	?	-27%	nt	nt
35	COc1ccc(C(=O)O/N=C2\C(=O)N(C)c3ccccc32)cc1	-16%	8%	0%	5.6µM*	-3%
36	O=C(C1CCN(S(=O)(=O)c2cccc3nonc23)CC1)N1CCN(c2cccc(Cl)c2)CC1	-3%	-3%	-11%	nt	nt

#	TDP43 rescue	DRD3 agonist	GLP-1R inv ag	D3 antag
25	20%	-8	0%	16
26	1%	-10	2%	nt
27	3%	1	31%[activator]	6
28	-15%	3	20%	17
29	-1%	0	-1%	?
30	-5%	19	71%[activator]	44
31	nt	-5	8%	-22
32	10%	-6	4%	-5
33	20%	-6	10%	-9
34	32µM*	-4	13µM*	nt
35	4µM*	-1	6%	-24
36	20%	2	?	nt

Single records (already shown).
Record of COc1ccc(C(=O)OCC(=O)NC2CCCCCC2)cc1OC : PTHR1 ag = ?; KB-V1 MDR tox = 15%; GLP1R cytotox = 10%; aSyn yeast inh = -5%; GLP1R ag = 23%; TDP43 rescue = 20%; DRD3 agonist = -6; GLP-1R inv ag = 10%; D3 antag = -9
Record of Cc1cccc(OCCCCn2c(C3CC(=O)N(c4ccc(C)cc4C)C3)nc3ccccc32)c1 (stereo not drawn) : PTHR1 ag = -30%; KB-V1 MDR tox = ?; GLP1R cytotox = -27%; aSyn yeast inh = nt; GLP1R ag = nt; TDP43 rescue = 32µM*; DRD3 agonist = -4; GLP-1R inv ag = 13µM*; D3 antag = nt

Other records follow:
#	Structure	PTHR1 ag	KB-V1 MDR tox	GLP1R cytotox	aSyn yeast inh	GLP1R ag
37	O=C(Nc1ccc(F)c(F)c1)c1ccc(=O)n(Cc2ccc(F)cc2)c1	-11%	-13%	-15%	2%	0%
38	CCOCCCNC(=O)C(Cc1ccccc1)NS(=O)(=O)c1cccc2nsnc12 (stereo not drawn)	-2%	-6%	-2%	-5%	-1%
39	Cn1nc(-c2ccc(Cl)cc2)cc1NC(=O)CCCC(=O)O	-17%	1%	-7%	2%	1%
40	CC(C)CNc1nc(NC(C)(C)C)nc(Oc2ccc(=O)[nH]n2)n1	-7%	-7%	-13%	7%	5%
41	CC(c1nc2scc(-c3ccccc3)c2c(=O)[nH]1)N1CCN(CC(=O)NC2CC2)CC1 (stereo not drawn)	-36%[inhibitor]	-15%	2%	-3%	-1%
42	CC1(C)CC(=O)C=C(NCC(=O)O)C1	-15%[57.5 µM]	12%	-12%	-9%	0%
43	Cc1ccnc2nc(C(=O)OCC(=O)N3CC(C)CC(C)C3)nn12 (stereo not drawn)	i	2%	-11%	-6%	0%

#	TDP43 rescue	DRD3 agonist	GLP-1R inv ag	D3 antag
37	20%	-7	-24%	nt
38	?	2	1%	1
39	14%	-11	4%	9
40	-11%	-7	7%	10
41	14%	-2	-12%	-2
42	-1%	3	3%	-7
43	-19%	7	35%[activator]	1

An excerpt; rates above refer to the full screens.
